LANA DNA inh: inhibitors of KSHV LANA C-terminal domain DNA binding. 340,000 tested, 0.078% active. AID 504423. MBP-C-LANA/FAM-LBS DNA binding, fluorescence polarization. inhibition, % at 9 µM;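 active = highest replicate inhibition at or above 60% at 9 µM, even if other replicates fall short; inactive = all replicates below 60% inhibition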;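 also: 0% = neutral control wells and 100% = 4 µM acridine orange control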
SR-BI HDL uptake: blocks mouse SR-BI lipid uptake from DiI-HDL; ldlA[mSR-BI] CHO cells, DiI-HDL uptake fluorescence, 3 h; inhibition, % at 12.5 µM; 320,000 tested, 0.96% active; AID 488896;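 active = mean replicate inhibition of at least 70% and a set share of replicates each scoring 70 or more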;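 also: 0% = median of neutral control wells and 100% = median of positive control wells; values of inactives mirror those of a sister screen read the other way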
PvdQ acylase: blocks Pseudomonas aeruginosa PvdQ acylase activity. 340,000 tested, 0.063% active. purified PvdQ acylase, fluorescence plate reader. inhibition, % at 10 µM; in the data active = inhibition above about 30%, passing the limit was not always enough;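 also: 0% = vehicle neutral wells and 100% = reference inhibitor wells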
Keap1-Nrf2 PPI: inhibitors of human Keap1-Nrf2 protein-protein interaction; 340,000 tested, 0.15% active; Keap1 Kelch-Nrf2 peptide fluorescence polarization, 1536-well; inhibition, % at 9.4 µM; in the data active = inhibition above about 12%;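 also: human Keap1 Kelch domain with fluorescein labeled Nrf2 9mer peptide probe; 0% = neutral control wells and 100% = peptide positive control; higher means more block of Keap1 binding to Nrf2 peptide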
SR-BI DiI-HDL act: activators of SR-BI mediated HDL lipid uptake; CHO ldlA[mSR-BI] cells, DiI-HDL uptake fluorescence, 3 h; 100 = double the neutral-control signal; activation, % at 12.5 µM; 320,000 tested, 0.096% active;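 active = mean replicate activation of at least 60% and every replicate at or above 60%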;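 also: 0% = median plate neutral-control signal and 100% = twice that signal; values of inactives mirror those of a sister screen read the other way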
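System: CHO ldlA[mSR-BI] cells / Medium: HEPES-buffered (25 mM, pH 7.4) F12 plus 0.5% BSA / Probe or stimulus: labelled HDL, 10 µg/mL / Doses: single compound concentration, delivered by pin transfer / Schedule: 3 h, 37 °C / Measured by: DiI fluorescence, bottom read / Measure: cell-associated DiI fluorescence as measure of HDL uptake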
Arr AP2 block: human beta-arrestin and AP2 interaction inhibition; inhibition, % at 10 µM; 340,000 tested, 0.31% active; FITC-arrestin peptide / GST-AP2 beads, flow cytometry; AP2 beta2 appendage carries R879A mutation; AID 504490;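 active = inhibition above a set limit, near 3 SD of compounds lacking own fluorescence, cut at about 54% in these data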;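 also: plate controls were DMSO wells for no effect and 5 µM unlabelled arrestin peptide for full effect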
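Material – AP2 appendage R879A on GSH beads · Buffer or medium – PBS with 0.05% Tween 20 and 0.1% BSA · Probe or stimulus – fluorescein-tagged arrestin peptide at 50 nM final · Incubation – compound with beads 12 min RT, then probe 1 h RT · Detection – high-throughput flow cytometry of beads, ex 488, em 535 nm · Evaluation – percent response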
NSD2 HMT inh: blocks human histone methyltransferase NSD2; AID 743445; inhibition, % at 12.5 µM; O96028; NSD2 peptide methylation, AlphaScreen, 120 min; 310,000 tested, 0.54% active; in the data active = inhibition above about 50%
PKA-R2B act: activates the human PKA-R2B holoenzyme complex; P22694+P31323; PKA-R2B holoenzyme dissociation, Cy5-IP20 fluorescence polarization; R2B truncated from residue 108, S112A mutant; 0% DMSO only, 100% 113 µM cGMP; 340,000 tested, 0.079% active; activation, % at 11.4 µM;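 active = activation above a cutoff set at the mean over all compounds plus 3 SD, cut at about 18% in these data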;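 also: higher means more holoenzyme dissociation and a rise in polarization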
Target sequence (P31323 whole entry, looked up, other chains not shown, the tested form may be a part): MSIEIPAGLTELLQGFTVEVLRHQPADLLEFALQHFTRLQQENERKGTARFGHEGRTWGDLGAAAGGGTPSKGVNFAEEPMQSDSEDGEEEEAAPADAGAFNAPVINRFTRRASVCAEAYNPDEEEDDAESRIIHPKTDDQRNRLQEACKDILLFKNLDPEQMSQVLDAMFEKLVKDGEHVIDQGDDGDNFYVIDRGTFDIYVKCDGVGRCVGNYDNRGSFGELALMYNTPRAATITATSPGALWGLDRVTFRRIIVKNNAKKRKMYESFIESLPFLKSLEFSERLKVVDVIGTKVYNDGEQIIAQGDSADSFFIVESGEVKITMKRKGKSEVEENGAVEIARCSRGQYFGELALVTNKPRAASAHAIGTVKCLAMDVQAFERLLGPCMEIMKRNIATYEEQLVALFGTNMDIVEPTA
RTF Ca sens inh: cardiac RTF calcium desensitization. P19429+P45379. IANBD-labeled cardiac RTF, Ca2+ fluorescence. inhibition, % at 7.15 µM. 340,000 tested, 0.12% active;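 active = inhibition above the mean inhibition of all tested compounds plus 3 SD, cut at about 17% in these data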;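 also: assay run at fixed EC70 calcium of 1.6 mM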
DAGLB inhibitor: diacylglycerol lipase beta (human) inhibition; HEK293T DAGLB membrane lysate, EnzChek fluorogenic substrate; 340,000 tested, 0.059% active; AID 504411; inhibition, % at 5.17 µM; Q8NCG7; in the data active = inhibition above about 34%;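 also: 0% = enzyme with vehicle and 100% = wells lacking enzyme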
Target sequence (Q8NCG7 whole entry, looked up): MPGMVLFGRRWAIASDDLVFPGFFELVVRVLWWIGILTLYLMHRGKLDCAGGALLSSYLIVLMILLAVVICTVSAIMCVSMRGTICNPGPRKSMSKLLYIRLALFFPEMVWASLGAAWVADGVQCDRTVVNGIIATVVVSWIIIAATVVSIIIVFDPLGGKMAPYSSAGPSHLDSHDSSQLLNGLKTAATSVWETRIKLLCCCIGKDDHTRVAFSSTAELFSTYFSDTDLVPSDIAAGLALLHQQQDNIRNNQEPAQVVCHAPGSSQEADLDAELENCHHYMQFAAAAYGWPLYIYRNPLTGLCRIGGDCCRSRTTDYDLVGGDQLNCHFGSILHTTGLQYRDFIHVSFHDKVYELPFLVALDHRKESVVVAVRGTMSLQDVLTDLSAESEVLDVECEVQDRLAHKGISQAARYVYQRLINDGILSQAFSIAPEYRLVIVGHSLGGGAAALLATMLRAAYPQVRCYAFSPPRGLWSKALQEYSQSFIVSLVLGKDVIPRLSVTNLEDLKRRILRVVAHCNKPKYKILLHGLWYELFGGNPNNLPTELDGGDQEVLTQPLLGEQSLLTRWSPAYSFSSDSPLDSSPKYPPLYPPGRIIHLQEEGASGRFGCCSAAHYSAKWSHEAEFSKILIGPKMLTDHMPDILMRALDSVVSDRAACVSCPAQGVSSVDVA
* marks the source's active call; other numbers are inactive results; · = not tested or not shown.

SMILES | LANA DNA inh | SR-BI HDL uptake | PvdQ acylase | Keap1-Nrf2 PPI | SR-BI DiI-HDL act | Arr AP2 block | NSD2 HMT inh | PKA-R2B act | RTF Ca sens inh | DAGLB inhibitor
O=C(COC(=O)c1ccccc1C(=O)c1ccccc1)NCCc1ccc(Cl)cc1Cl | 1.0 | 13.8 | -29.5 | -6.5 | -13.8 | 4.8 | -4.5 | -2.8 | -23.1 | -3.8
Nc1cnn(C2CCCO2)c(=O)n1 (stereo not drawn) | -1.1 | -9.5 | -5.9 | 3.8 | 9.5 | -44.0 | -1.4 | -15.1 | -1.6 | -2.2
Cc1ccc(-c2sc(C(=O)NN)c(C)c2C#N)cc1 | -1.2 | 91.6* | -5.5 | -3.4 | -91.6 | -1.5 | -0.8 | -5.5 | -1.5 | -11.3
CCOP(=O)(OCC)C(Nc1ccccc1)c1cccnc1 (stereo not drawn) | -0.6 | -7.2 | -12.6 | -6.8 | 7.2 | 1.9 | -1.3 | 0.5 | -0.8 | 1.2
COc1ccccc1OCCNC(=O)C1CCN(C(C)=O)CC1 | -0.9 | -0.8 | -12.7 | 0.7 | 0.8 | -3.6 | -3.8 | -2.9 | -12.1 | 0.2
O=C(CCl)Nc1cccc(Oc2ccccc2)c1 | 2.1 | -12.5 | 2.8 | 1.2 | 12.5 | 0.5 | · | -3.1 | -7.6 | 0.3
CC1(C)OC2C(CO)OC(n3cnc4c(=S)nc[nH]c43)C2O1 (stereo not drawn) | -2.2 | -13.1 | -3.5 | 2.9 | 13.1 | 8.9 | -6.6 | -9.1 | 0.9 | 0.8
CCc1nn(CC(=O)NCCCN(C)C2CCCCC2)c(=O)c2cc3occc3n12 | -0.2 | 6.3 | 7.2 | -0.6 | -6.3 | 19.9 | -0.1 | 0.1 | -7.4 | 1.3
Cc1cc(C)c(N=Cc2c(O)n(-c3nccs3)c(=O)c3ccccc23)c(C)c1 | 2.9 | 8.4 | 7.1 | -6.4 | -8.4 | 14.1 | 1.2 | -4.9 | 0.6 | -1.2
COc1cccc(C(=O)C2CCCN(Cc3cccn3-c3ccccn3)C2)c1 (stereo not drawn) | 1.0 | 10.0 | -12.1 | -7.2 | -10.0 | 6.5 | 1.2 | 8.0 | -26.2 | 3.7
CC(=O)c1ccc(C(=O)N2CCCC(Nc3ccc(C(C)C)cc3)C2)s1 (stereo not drawn) | -0.2 | -17.2 | -18.6 | -9.6 | 17.2 | 2.8 | 11.3 | -12.9 | -4.0 | -0.6
O=[N+]([O-])c1ccc(Oc2ccc(F)cc2)c2ccncc12 | -0.9 | -5.6 | -5.2 | 1.1 | 5.6 | 18.1 | 1.1 | -4.3 | -4.5 | -0.5
COc1ccc(Cl)cc1NC(=O)COc1ccc(S(=O)(=O)N2CCOCC2)cc1C | -0.3 | 3.8 | -10.1 | -3.4 | -3.8 | -1.8 | 34.5 | 5.2 | -8.4 | -4.3
COc1ccccc1NC(=O)COc1ccc(C(F)(F)F)cc1[N+](=O)[O-] | 0.9 | 39.4 | 8.0 | 2.0 | -39.4 | 47.8 | · | -10.1 | 3.8 | -0.5
O=[N+]([O-])c1ccc(-c2nnc(-c3ccccc3)c(NCCCO)n2)cc1 | 0.5 | -10.7 | -6.0 | -2.1 | 10.7 | -5.7 | 9.9 | -9.6 | -8.6 | -1.7
CCn1c(CNC(=O)COc2ccc(C(C)C)cc2)nnc1SCC(=O)NC1CCCCC1C (stereo not drawn) | 1.3 | 23.3 | -3.1 | 0.5 | -23.3 | 20.3 | -0.4 | 2.3 | 1.0 | 2.0
O=C(COc1ccc(Cl)cc1)Nc1c(-c2cccs2)nc2ccccn12 | 1.1 | -19.9 | 4.2 | -4.4 | 19.9 | 16.4 | -0.6 | -1.8 | 4.0 | 1.8
CCOP(=O)(OCC)/C(C#N)=C/c1ccc(-c2ccc(F)cc2F)o1 | -1.8 | 22.4 | -8.7 | -2.2 | -22.4 | 22.3 | 1.1 | -2.5 | -7.2 | -3.8
CCN1CCN(CC(=O)N2N=C(c3cccs3)CC2c2ccc(OC)cc2)C(=O)C1=O (stereo not drawn) | -1.1 | -16.3 | -0.4 | 3.6 | 16.3 | -12.7 | -2.0 | -1.2 | -7.0 | 3.0
OCC1CCCN(C(=S)Nc2ccc(Oc3ccccc3)cc2)C1 (stereo not drawn) | -0.7 | 6.0 | 4.3 | 1.8 | -6.0 | -1.0 | -0.9 | 2.8 | -1.9 | 0.5

Part of the list above with just RTF Ca sens inh and SR-BI HDL uptake:
canonical_smiles | RTF Ca sens inh | SR-BI HDL uptake
Nc1cnn(C2CCCO2)c(=O)n1 (stereo not drawn) | -1.6 | -9.5
Cc1ccc(-c2sc(C(=O)NN)c(C)c2C#N)cc1 | -1.5 | 91.6*

The list continues:
SMILES | LANA DNA inh | SR-BI HDL uptake | PvdQ acylase | Keap1-Nrf2 PPI | SR-BI DiI-HDL act | Arr AP2 block | NSD2 HMT inh | PKA-R2B act | RTF Ca sens inh | DAGLB inhibitor
Cc1c(C(=O)Nc2ccc(C(=O)O)cc2)cnn1C | 0.2 | -22.4 | -6.4 | -0.9 | 22.4 | 58.0* | 9.2 | -11.4 | 1.3 | -0.4
CN(c1ccccc1)S(=O)(=O)c1cccc(C(=O)Nc2nn[nH]n2)c1 | -0.2 | · | -11.0 | -3.3 | · | 6.0 | 21.3 | -2.5 | -11.1 | -1.7
CS(=O)(=O)N(CC(=O)Nc1cc(Cl)ccc1Cl)c1ccccc1Cl | -1.0 | 4.3 | 8.3 | 2.9 | -4.3 | 4.6 | -2.7 | -0.9 | -5.7 | -6.0
Cc1cccc(N(CC(=O)NCC2CCCO2)C(=O)CCC(=O)Nc2nccs2)c1 (stereo not drawn) | -1.3 | -8.8 | -11.8 | -2.3 | 8.8 | -0.8 | -0.5 | 0.6 | -5.2 | 0.4
CCN(CC)C(=O)c1ccc(/C=C/c2c[nH]c3ccccc23)[n+](C)c1 | -43.3 | 7.9 | -17.0 | -180.9 | -7.9 | -4.7 | 36.4 | -3.1 | -142.9 | -17.1
COc1cc2c(cc1OC)C(C(=O)O)C(c1ccc(C)o1)N(C)C2=O (stereo not drawn) | -0.3 | -18.6 | -15.1 | -0.4 | 18.6 | 0.3 | 2.3 | -6.1 | -3.3 | -4.1
Cc1[nH]c(SCC(=O)Nc2cc(C(N)=O)cc(C(N)=O)c2)nc1Cc1ccccc1 | 1.0 | 9.5 | -14.3 | -6.0 | -9.5 | -16.4 | 2.0 | 0.6 | -3.1 | 2.0
O=C(CCn1c(=O)sc2ccccc21)Nc1nc2ccccc2s1 | 1.0 | -9.0 | -3.5 | -3.8 | 8.3 | 7.4 | · | 0.8 | 6.8 | 5.3
Cc1ccc(Nc2nc(N)c([N+](=O)[O-])c(NCc3ccco3)n2)cc1 | -0.6 | 35.6 | -14.1 | -7.7 | -35.6 | -8.8 | 3.4 | -3.3 | -5.6 | -0.1
CC(OC(=O)CNC(=O)c1ccc(F)cc1)C(=O)Nc1ccc(S(=O)(=O)N2CCOCC2)cc1 (stereo not drawn) | 0.3 | -8.3 | -8.3 | -4.6 | 8.3 | 22.4 | -1.4 | -23.3 | -4.6 | -0.6
CCOc1cc(S(=O)(=O)N(CC)CC)ccc1Br | -1.2 | 7.6 | 8.1 | -6.0 | -7.6 | 2.8 | -3.4 | -0.4 | 0.8 | -10.7
CCCCN1C(=O)C(=O)N(CC(=O)Nc2sc(C)c(C)c2C(=O)OC)C1=O | -1.4 | -6.0 | -10.5 | -1.4 | 6.0 | -4.6 | 2.4 | -1.4 | -0.7 | 1.0
O=C(Cc1cccc2ccccc12)NC(=S)Nc1cccc(C(=O)O)c1 | -0.7 | -6.9 | -5.7 | 4.0 | 6.9 | 1.9 | -10.8 | -5.5 | -4.6 | 4.4
COCc1c(C(=O)N/N=C(/C)c2cccs2)nnn1-c1nonc1N | 0.6 | -19.1 | -12.4 | -5.7 | 19.1 | -4.0 | 7.3 | -3.1 | -1.8 | 1.6
Cc1cc(C(=O)NCc2cccs2)n(-c2ccccc2)n1 | 0.0 | -19.3 | -4.5 | 1.3 | 19.3 | 3.1 | · | -10.5 | -14.7 | -0.3
O=C(NC1(C(=O)NC2CCCCC2)CCCCC1)c1ccc2c(c1)OCO2 | -0.5 | -11.2 | -3.0 | 1.2 | 11.2 | 32.9 | 7.4 | -2.4 | -1.9 | -2.0
CC(=O)N1CCc2cc(S(=O)(=O)NC3CCCCC3)ccc21 | -1.0 | · | -12.3 | 4.4 | · | -2.7 | 1.7 | -8.7 | -7.7 | -0.8
COc1ccc(-c2ccc([C@H]3[C@@H]4C=CCC[C@@]4(C)C(=O)N3Cc3ccccc3)c(F)c2)cc1OC | -0.2 | 40.1 | 0.3 | -0.9 | -40.1 | 20.7 | · | -6.5 | 8.2 | -6.8
CCOc1cccc(C(=O)Nc2ccc(NC(=O)c3cc4ccccc4o3)c(OC)c2)c1 | -0.3 | 71.7* | 3.0 | 7.1 | -71.7 | 36.1 | -0.9 | -8.7 | -4.2 | -2.2
CC(C)Oc1cccc(-c2nnc(SCC(=O)Nc3ccc4c(c3)OCCO4)n2N)c1 | -0.2 | 12.1 | -0.1 | -2.9 | -12.1 | 6.7 | 0.7 | 7.9 | -0.2 | 1.2
Fc1ccc2nc(Nc3nc4c(F)cc(F)cc4s3)sc2c1 | 0.5 | -23.8 | -10.4 | 2.3 | 23.8 | -1.5 | -2.1 | 5.6 | -14.2 | -0.3
CC(C)CC(OC(=O)c1ccco1)C(=O)NCC1CCCO1 (stereo not drawn) | -1.1 | -9.2 | -6.9 | -7.5 | 9.2 | -4.6 | 1.3 | 5.3 | -9.2 | 0.5
COc1cccc(CC2(CO)CCN(Cc3cccn3-c3cccnc3)CC2)c1 | 0.9 | -16.4 | -11.4 | -1.4 | 16.4 | -0.1 | 3.5 | -9.0 | -1.9 | -2.3
Cc1cc(/C=C2/C(=N)N3C(c4ccccc4)=CSC3=NC2=O)c(C)n1-c1ccc(Cl)cc1 | -0.6 | -6.7 | 20.1 | -2.0 | 6.7 | -4.4 | · | 6.5 | -4.0 | 2.4
FC(F)Oc1ccc(NC(=S)NCC2COc3ccccc3O2)cc1 (stereo not drawn) | -0.2 | 7.0 | -6.1 | -2.2 | -7.0 | -10.8 | -1.1 | -1.0 | -0.6 | -4.1
O=C(COC(=O)c1cc[n+]([O-])cc1)Nc1ccc([N+](=O)[O-])cc1C(F)(F)F | -0.4 | -12.5 | -8.3 | -1.0 | 12.5 | -14.0 | -0.2 | -6.6 | -4.2 | -0.5
COc1cc(CCc2ccccc2)c(C(=O)O)c(O)c1C/C=C(/C)CCC=C(C)C | 4.7 | 1.9 | -3.9 | 2.8 | -1.9 | 10.0 | · | -11.3 | -2.5 | 13.6

Bioassay records (PubChem)
